Assay outcomes from PubChem.
KinaseGlo FLuc: counter-screen: inhibitors of Kinase-Glo firefly luciferase. AID 1379. Q27757. Kinase-Glo luciferase, ATP luminescence, 8 min. hit rate 0.28% among 200,000. Potency, µM (series often up to 38.3 µM), without a hit: top-dose activity change, negative = inhibition, actives largely listed as inhibitors; further: on the % scale 0 is the no-effect control and ±100 the full control effect; nearly all actives have a fitted effect of over 60% in size
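Compound is pinned into ATP-containing buffer (10 uM ATP, imidazole pH 7.2, 7 mM MgCl2). Kinase-Glo luciferase reagent is then added. Light output is recorded following an 8-min room-temperature incubation.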
SMN2 splice enh: SMN2 splice variant enhancement | HEK293 SMN2-luciferase splicing reporter, luminescence, 30-36 h | Potency, µM (highest dose often 46.1 µM), inactives show at the highest dose activity change, positive = activation, actives largely listed as activators | hit rate 2.8% among 210,000 | AID 1458; further: % of control where 0% means no effect; nearly all actives have a fitted effect of over 55% in size
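HEK293 cells carry an SMN2 […]–luciferase reporter in which exon 7 inclusion puts luciferase in frame. Cells were plated 10-12 h before compound addition, then incubated 30-36 h at 37C. ONE-Glo luminescence was read; sodium butyrate at 4.5 mM final served as control.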
JMJD2E inh: blocks human JMJD2E demethylase activity; AID 2147; B2RXH2; Potency, µM (highest dose often 57.1 µM), without a hit: at the top dose activity change, negative = inhibition, usual class: inhibitors; hit rate 1.6% among 230,000; JMJD2E catalytic domain, FDH-coupled NADH fluorescence (FDH is formaldehyde dehydrogenase); active means well fitted inhibition curve with a large enough effect, not every such curve was filed as active; inconclusive means small, poorly fitted or top-dose-only effect, or another doubt; inactive means no such curve, though single readings can be large or run the other way;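 further: 0% = wells with enzyme and -100% = buffer wells without enzyme; nearly all actives have a fitted effect of over 50% in size; many of its hits are not listed in these tables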
Tau fibril ThT: tau fibrillization inhibition (ThT binding) | P10636 | recombinant tau K18 P301L (four-repeat tau fragment), heparin-induced fibrillization, ThT fluorescence | Potency, µM (highest dose often 57.4 µM), for the others: at the highest dose activity, negative = inhibition, actives largely listed as inhibitors | hit rate 2.1% among 270,000 | AID 1460; further: on the % scale 0 is the no-effect control and ±100 the full control effect; nearly all actives have a fitted effect of over 55% in size
Target sequence (P10636 561-689 P618L limits assumed): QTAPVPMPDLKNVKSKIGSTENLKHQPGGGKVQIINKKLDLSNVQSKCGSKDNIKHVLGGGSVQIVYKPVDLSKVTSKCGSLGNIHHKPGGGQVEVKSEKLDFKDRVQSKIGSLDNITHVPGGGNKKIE
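Recombinant human tau K18 fragment […] carrying P301L, 15 uM unlabeled plus 0.24 uM Alexa 594-labeled, was fibrillized with 20 uM heparin in 100 mM sodium acetate pH 7 for 6 hr at 37 C; 30 uM ThT fluorescence read after 1 hr.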
RECQ1 helicase: inhibitors of human RECQ1 DNA helicase | RECQ1 DNA unwinding, red fluorescence kinetic read | P46063 | hit rate 0.54% among 240,000 | AID 2549 | Potency, µM (titrated, usually from 57.3 µM), for inactives: at the highest dose activity, negative = inhibition, hits mostly inhibitors;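 further: plate controls were vehicle for no effect and no enzyme for full effect; nearly all actives have a fitted effect of over 30% in size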
Target sequence (P46063 whole entry, looked up): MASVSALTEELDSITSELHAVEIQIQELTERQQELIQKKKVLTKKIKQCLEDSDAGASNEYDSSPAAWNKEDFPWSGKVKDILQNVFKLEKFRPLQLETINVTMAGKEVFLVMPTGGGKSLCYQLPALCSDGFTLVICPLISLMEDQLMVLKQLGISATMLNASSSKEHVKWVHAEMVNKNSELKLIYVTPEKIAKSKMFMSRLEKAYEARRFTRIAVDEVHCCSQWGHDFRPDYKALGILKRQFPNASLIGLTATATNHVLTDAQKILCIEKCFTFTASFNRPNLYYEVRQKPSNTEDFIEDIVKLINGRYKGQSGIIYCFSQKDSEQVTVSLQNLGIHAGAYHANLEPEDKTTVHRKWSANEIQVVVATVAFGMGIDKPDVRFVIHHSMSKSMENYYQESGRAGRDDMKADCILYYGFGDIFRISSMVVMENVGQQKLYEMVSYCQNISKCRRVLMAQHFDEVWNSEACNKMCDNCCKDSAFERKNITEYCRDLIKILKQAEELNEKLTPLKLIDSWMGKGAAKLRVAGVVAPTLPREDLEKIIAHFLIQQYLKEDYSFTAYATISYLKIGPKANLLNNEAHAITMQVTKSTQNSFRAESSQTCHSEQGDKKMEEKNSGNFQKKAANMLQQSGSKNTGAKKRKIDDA
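50 nM RECQ1T1 preincubated 15 min with compound in Tris pH 8.0 buffer with MgCl2, DTT, Tween-20 and 2.5 ug/ml poly(dI-dC); started with 200 nM TAMRA/BHQ-2 forked duplex and 2 mM ATP. Unwinding read as fluorescence (525/598 nm), two reads 2 h apart.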
ALDH1A1 inh: inhibitors of human aldehyde dehydrogenase 1A1; Purified ALDH1A1, NADH fluorescence, propionaldehyde substrate; P00352; Potency, µM (highest dose often 75.3 µM), for the others: top-dose activity, negative = inhibition, most hits filed as inhibitors; hit rate 7.3% among 220,000; active means well fitted inhibition curve with a large enough effect, not every such curve was filed as active; inconclusive means small, poorly fitted or top-dose-only effect, or another doubt; inactive means no such curve, though single readings can be large or run the other way;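 further: plate controls were no enzyme wells and a reference inhibitor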
L3MBTL1 inh: inhibitors of human L3MBTL1 | Q9Y468 | AlphaScreen L3MBTL1–H3K9me1 peptide binding | Potency, µM (top dose mostly 57.1 µM), without a hit: at the highest dose activity, negative = inhibition, hits mostly inhibitors | hit rate 0.66% among 230,000; further: on the % scale 0 is the no-effect control and ±100 the full control effect; nearly all actives have a fitted effect of over 60% in size
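AlphaScreen proximity signal between nickel-chelate acceptor and streptavidin donor beads (final 10 ug/mL) reports binding of 50 nM L3MBTL1 to 75 nM biotin-H3 K9me1 peptide; complex incubated with compounds 30 min at room temperature; cefsulodin titration as control.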
Lamin A splicing: LMNA splicing modulation; HeLa LMNA splicing GFP/RFP minigene ratio, 48 h; Potency, µM (titrated, usually from 46.1 µM), for the others: at the highest dose ratio change, negative = inhibition, hits mostly inhibitors; hit rate 0.01% among 200,000; active means well fitted inhibition curve with a large enough effect in the signal ratio, with a control signal flat, not every such curve was filed as active; inconclusive means small, poorly fitted or top-dose-only effect, or effect the other way, or a change in a side signal; the % refers to the signal ratio; further: on the % scale 0 is the no-effect control and ±100 the full control effect
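Read-out is the ratio of GFP to DsRed2 object intensity, acquired by 488 nm laser-scanning cytometry on HeLa lamin A-EGFP minigene reporter cells. Compound incubation 48 hrs at 37 °C in Opti-MEM with 2% FBS; DMSO 0.5% final.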
Numbers without * were called inactive; i = inactive; ? = inconclusive; . = not tested or not shown; & = joins results of further samples; [ ] = dose if it differs, or a comment. Unless noted, the call rests on the fitted dose curve; in most records, active means well fitted curve in the direction sought with a large enough effect; inconclusive means small, poorly fitted or top-dose-only effect, or another doubt; inactive means no such curve, though single readings can be large; an effect the other way counts as inactive or inconclusive. Potency means the concentration at half of the fitted maximal effect. Not all compounds are listed (hit frequency here may not be typical).

SMILES	KinaseGlo FLuc	SMN2 splice enh	JMJD2E inh	Tau fibril ThT	RECQ1 helicase	ALDH1A1 inh	L3MBTL1 inh	Lamin A splicing
O=C(CCCc1ccccc1)NCCC1=CCCCC1	1%	-6%	0%	-11%	i	?	15%	4%[9.22 µM]
CC(NC(=O)CSc1ncccc1C(=O)O)C1CC2CCC1C2 (stereo unspecified)	.	.	-11%	-6%	-5%	.	2%	.
O=c1[nH]c2c(cnn2-c2ccc(Cl)cc2)c(=O)n1-c1cccc(Cl)c1	.	.	-3%	-21%	-11%	5%	2%	.
CCOC(=O)c1cnn(-c2nc(OC)cc(OC)n2)c1C(F)(F)F	-3%	2%	10%	-7%	-6%	12%	11%	8%
Cc1nc(COC(=O)c2ccc(CO)cc2)cs1	-7%	-17%	3%	2%	-1%	5%	-2%	6%
Cc1cc(C)cc(OCc2nnc(SCC(=O)c3ccccc3)o2)c1	3%	10%	6%	?	-24%	-11%	27%	-11%
CC(C)(C(=O)Nc1nccs1)c1ccccc1	0%	1%	-4%	4%	-5%	3%	29%	.
CCc1ccc(NC(=O)c2ccc(F)c(S(=O)(=O)N(CC)c3ccccc3)c2)cc1	4%	-28%	-2%	2%	-9%	?	10%	?
O=C(CSc1c[nH]c2ccccc12)NCC1CCCO1 (stereo unspecified)	-2%	0%	9%	0%	-2%	-5%	-7%	-2%
O=C(CN1CCN(c2ccccc2O)CC1)Nc1ccc2c(c1)CCC2	.	.	-29%	?	-3%	-5%	0%	0%
S=C(Nc1ccccc1Cl)N1CCCC(c2ccccc2)=N1	.	.	0%	-14%	i	-8%	5%	.
Cc1cc(N/C=C(\C#N)S(=O)(=O)c2ccccc2Cl)nc(C)n1	.	.	3%	-8%	-19%	.	8%	.
CS(=O)(=O)N1CCC2(CCN(C(=O)Nc3cccc(F)c3)CC2)CC1	-1%	-6%	.	.	-2%	40%[activator]	.	.
COCc1cc(=O)[nH]c(/N=C(\N)Nc2ccc(Cl)c(Cl)c2)n1	.	.	3%	-2%	-14%	.	7%	.
COCCn1c(N)c(C(=O)OCc2ccccc2)c2nc3ccccc3nc21	8%	-14%	?	-15%	-11%	?	11%	?
O=C(CCCOc1ccc(Cl)cc1)Nc1ccc(N2CCOCC2)cc1	-5%	.	4%	9%	-3%	0%	-27%	.
COc1ccc(NC(=O)CC(c2ccc(F)cc2)c2ccc(OC(C)C)cc2)cc1 (stereo unspecified)	-2%	-32%[inhibitor]	0%	13%	10%	0.2µM*	4%	-9%
COc1ccc(C(=O)ON=C2C=C(C)C(=O)C(C)=C2)cc1	-2%	?	-9%	2%	i	?	-17%[2.29 µM]	.
CN(CC(=O)O/N=C(\N)c1cccc([N+](=O)[O-])c1)S(=O)(=O)c1ccccc1	-5%	-4%	4%	-11%	-6%	?	.	-6%
O=C(CN1C(=O)c2ccccc2S1(=O)=O)NCCSC1CCCCC1	2%	.	-5%	3%	i	-9%	24%[11.4 µM]	2%
CCc1cc(OCCCSc2nc(C)cc(=O)[nH]2)ccc1Cl	-3%	-47%[inhibitor]	1%	?	-12%	?	.	?
CCCCOCP(=O)(CCCC)COCCCC	-1%	?	4%	-12%	6%	-15%	-4%	6%
CCCc1cc(=O)c2c(O)ccc(OC)c2o1	.	.	?	-4%	3%	2%	-8%	22%[46 µM]
O=C(OCc1ccco1)c1cccnc1	-1%	3%	-2%	-13%	-5%	-11%	.	.
CN(C)/C=C(/C(=O)c1ccc(Cl)c(Cl)c1)c1nnnn1-c1ccccc1	.	.	2%	1%	-13%	.	9%	.

Carrying on.
SMILES	KinaseGlo FLuc	SMN2 splice enh	JMJD2E inh	Tau fibril ThT	RECQ1 helicase	ALDH1A1 inh	L3MBTL1 inh	Lamin A splicing
N#C/C(=C/c1cccc(C(F)(F)F)c1)c1nc(CCN2C(=O)c3ccccc3C2=O)cs1	-4%	-28%	?	?	-11%	?	-1%	15%
N=C1C(c2ccccc2)=C(O)CN1c1ccc2c(c1)OCO2	-2%	-1%	-6%	-5%	i	-13%	-3%	1%
O=C(NCc1ccco1)c1noc2c1CCCC2	-5%	-3%	-1%	-17%	15%	-5%	-1%	-16%
Cc1cc(Nc2c(C#N)c(N)nn2C)ccc1F	1%	10%	-17%	3%	i	0%	6%	?
O=Nc1ccc2oc(=O)ccc2c1	-5%	-5%	-6%	?	1%	0.13µM*	.	?
CC(C)(C)NC(=O)c1nn(Cc2ccccc2)c(=O)c2ccccc12	3%	5%	3%	-12%	-1%	?	.	.
Cc1ccc(C(=O)Oc2ccc(-c3nccc(-c4ccccn4)n3)cc2)cc1	-1%	?	11%	-9%	-16%	9%	0%	-9%
COc1ccc(-n2c(=O)cnc3cnc(Oc4ccccc4)nc32)cc1	-2%	-2%	.	.	-7%	?	.	.
CC(=O)N1CCc2cc(S(=O)(=O)CCC(=O)NCc3cccs3)ccc21	-3%	-15%	0%	-4%	-2%	7%	-5%	8%[0.0737 µM]
COc1ccc(-c2nc(C#N)c(N3CCC(C(N)=O)CC3)o2)cc1OC	-3%	-8%	?	-12%	-10%	?	-3%	-12%
COc1cc(C(=O)Oc2ccccc2)ccc1OCc1c(C)noc1C	0%	-3%	-7%	6%	-4%	21%	2%	1%
CCn1ncc(N(C)N)c(Cl)c1=O	-2%	10%	-10%	-5%	6%	1%	5%	-15%[46 µM]
N[C@@H](Cc1ccc(O)c(I)c1)C(=O)O	-4%&-3%	-29%&-3%	5%&5%	-4%&-4%	0%	10%&6%	2%	-5%&-20%
O=C(CC1SC(=NCC2CCCO2)NC1=O)Nc1cc([N+](=O)[O-])ccc1Cl (stereo unspecified)	2%	4%	5%	-10%	-2%	1%	11%	.
Cc1ccccc1C(OCCN(C(C)C)C(C)C)c1ccccc1 (stereo unspecified)	0%	0%	?	7%	-5%	-9%	4%	-3%
CSc1ccc(C(=O)C2CCCN(C(=O)c3ccc4c(c3)no[n+]4[O-])C2)cc1 (stereo unspecified)	.	.	2%	28µM*	0%	.	-15%	.
COc1ccc(S(=O)(=O)N2CCC(C(=O)Nc3cccc(C(C)=O)c3)CC2)cc1	-1%	-6%	1%	-3%	-4%	-11%	4%	-5%
Cc1cc(=O)oc2cc(OCC(=O)NCCCN3CCOCC3)ccc12	-5%	5%	?	-4%	-4%	?	.	?
CN(C)C=NC(=O)c1cc(C(=O)c2ccc(Cl)cc2Cl)c[nH]1	-3%	-6%	8%	8%	i	-1%	-22%	.
O=C(O)c1ccc(CSc2ncnc3c2cnn3Cc2ccccc2)cc1	.	.	-1%	-6%	-7%	.	14%	.
CCOc1ccc(-c2n[nH]c(C)c2-c2ccccn2)c(O)c1	1%	-11%	3%	-2%	i	5%	-2%	-17%[46 µM]
COc1ccccc1NC(=O)N(CCN1CCOCC1)Cc1cc2cc(C)cc(C)c2[nH]c1=O	3%	.	?	-13%	i	-10%	-5%	8%[46 µM]
NC(=O)COc1c(-c2ccco2)oc2ccccc2c1=O	1%	2%	-23%	7%	1%	?	25%	.
COC(=O)[C@H](Cc1ccccc1)NC(=O)[C@]1(C)C[C@H]1[C@H](NC(=O)OCc1ccccc1)c1ccccc1	-1%	-18%	-5%	-14%	-17%	?	.	.
CCS(=O)(=O)N1CCN(c2ccc([N+](=O)[O-])c(NCc3ccccc3)c2)CC1	2%	7%	12%	?	-11%	?	-6%	7%

Next part:
SMILES	KinaseGlo FLuc	SMN2 splice enh	JMJD2E inh	Tau fibril ThT	RECQ1 helicase	ALDH1A1 inh	L3MBTL1 inh	Lamin A splicing
N#CCCn1cc(/C=N/N=C2\NC(=O)C(CC(=O)O)S2)c(-c2ccc(F)cc2)n1 (stereo unspecified)	.	.	5%	4%	4%	.	12%	.
Cc1cc2cc(CCNC(=O)c3cccc([N+](=O)[O-])c3)c(=O)[nH]c2cc1C	-1%	-24%	-6%	?	?	-2%	7%	-7%
O=S(=O)(NCc1ccco1)c1ccc(Cl)nc1	9%	7%	-4%	-3%	1%	-8%	-3%	0%
Cc1nc(CN(C)C(=O)c2ccccc2OC2CCN(S(C)(=O)=O)CC2)cs1	-1%	.	-11%	-1%	0%	1%	-3%	.
COc1ccccc1OCCNc1cc(N2CCCCC2)ccc1[N+](=O)[O-]	2%	-26%	6%	?	-6%	18µM*	?	?
Cc1ccc(C(C)C)c(OCC(=O)Nc2ccc(Cl)cn2)c1	0%	2%	-1%	-21%	-6%	8%	2%[11.4 µM]	-24%
COc1ccc2c(c1)Cc1sc(NC(=O)c3ccco3)nc1-2	-3%	11µM*	13%	?	-4%	?	-3%	7%
Nc1nnc(COc2ccccc2)s1	-2%	.	1%	-2%	-6%	-4%	-17%	-3%

Among those listed so far, 5 have a cyano group:
SMILES	KinaseGlo FLuc	SMN2 splice enh	JMJD2E inh	Tau fibril ThT	RECQ1 helicase	ALDH1A1 inh	L3MBTL1 inh	Lamin A splicing
Cc1cc(N/C=C(\C#N)S(=O)(=O)c2ccccc2Cl)nc(C)n1	.	.	3%	-8%	-19%	.	8%	.
N#C/C(=C/c1cccc(C(F)(F)F)c1)c1nc(CCN2C(=O)c3ccccc3C2=O)cs1	-4%	-28%	?	?	-11%	?	-1%	15%
Cc1cc(Nc2c(C#N)c(N)nn2C)ccc1F	1%	10%	-17%	3%	i	0%	6%	?
COc1ccc(-c2nc(C#N)c(N3CCC(C(N)=O)CC3)o2)cc1OC	-3%	-8%	?	-12%	-10%	?	-3%	-12%
N#CCCn1cc(/C=N/N=C2\NC(=O)C(CC(=O)O)S2)c(-c2ccc(F)cc2)n1 (stereo unspecified)	.	.	5%	4%	4%	.	12%	.
